Source: PubChem
LGR2 antag – blocks bursicon-induced cAMP signaling via Drosophila LGR2 | HEK293 LGR2, CRE-luciferase, bursicon-stimulated, 4 h | inhibition, % at 9.99 µM | 0.35% of 380,000 active | AID 720647;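 active means drop in luminescence signal, shown as inhibition above about 50% in the replicate tests, limit read from the data, passing the limit was not always enough; inconclusive means probably only some replicates passing the limit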;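 further: agonist challenge used bursicon conditioned medium at about half maximal strength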
S100A4 inh HTS – inhibitors of human S100A4 binding to myosin IIA peptide. S100A4/TAMRA-MyoIIA peptide fluorescence polarization. inhibition, % at 10.7 µM. 0.14% of 360,000 active. P26447. AID 652163;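 active means mean inhibition of at least 70% across replicates, with every replicate also reaching that level; inconclusive means mean inhibition reaches 70% but some replicates fall short; inactive means mean inhibition below 70%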
Target sequence (P26447 whole entry, looked up): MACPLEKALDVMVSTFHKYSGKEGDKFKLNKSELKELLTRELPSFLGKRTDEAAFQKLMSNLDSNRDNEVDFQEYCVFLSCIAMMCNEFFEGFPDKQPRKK
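Material: human S100A4 monomer with TAMRA-labelled myosin IIA peptide; buffer or medium: HEPES pH 7.2 with CaCl2, KCl, NaCl, DTT, Triton; compound dosing: one concentration per compound; schedule: 5 min incubation before reading; benchmarks: neutral control DMSO, positive control TFP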
SIRT5 inh – sirtuin-5 (human) deacylase inhibition; Q9NXA8; Purified SirT5, succinyl-peptide AMC, trypsin-coupled fluorescence; inhibition, % at 15 µM; 1.1% of 330,000 active; in the data active means inhibition above about 15%; inconclusive means no clear call, values can overlap the other calls
Target sequence (Q9NXA8 whole entry, looked up): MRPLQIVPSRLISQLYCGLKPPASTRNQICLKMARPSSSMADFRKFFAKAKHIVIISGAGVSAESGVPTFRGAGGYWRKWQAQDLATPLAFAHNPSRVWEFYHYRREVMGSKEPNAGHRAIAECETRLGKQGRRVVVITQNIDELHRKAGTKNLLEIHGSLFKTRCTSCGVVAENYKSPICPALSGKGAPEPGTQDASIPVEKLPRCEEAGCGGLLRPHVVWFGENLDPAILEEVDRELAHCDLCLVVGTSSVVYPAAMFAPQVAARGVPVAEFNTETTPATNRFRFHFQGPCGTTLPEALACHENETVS
C2C12 statin – suppressors of simvastatin-induced myotoxicity in C2C12 myotubes; rescue of ATP level, % at 7.49 µM; 0.78% of 330,000 active; AID 602340; ATP luminescence, 48 h; scaled: DMSO 0, geranylgeraniol control 100;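 active means mean ATP rescue above about 67%, or every replicate alone reaching that limit, limit read from the data, passing the limit was not always enough; inconclusive means no clear call, values can overlap the other calls; inactive means mean under the limit and some replicate under it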;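 further: myotubes were challenged with 10 µM simvastatin during compound exposure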
PGC1a acetyl inh – PGC1a acetylation modulation, inhibitor mode; 0.17% of 350,000 active; U2OS PGC1a acetylation, AlphaScreen anti-acetyl-lysine; with virally co-expressed GCN5 acetyltransferase; inhibition, % at 15.6 µM; AID 651687;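 active means every replicate shows inhibition of at least 40%; inconclusive means mean inhibition at least 40% but some replicate below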;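 further: 0% = neutral control wells and 100% = positive control wells; some results beyond the cut were filed as inactive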
ERAP1 inh – blocks human ERAP1 aminopeptidase activity | Q9NZ08 | 0.15% of 340,000 active | inhibition, % at 10.7 µM | recombinant ERAP1, Leu-AMC fluorescence, 60 min;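 active means mean replicate inhibition of at least 30%, or all replicates individually reaching that 30% level; inactive means mean below 30% and not every replicate reaching it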;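 further: 0% = neutral control wells and 100% = L-leucinethiol positive control wells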
Cneo AK release – causes C. neoformans cell lysis | lysis activity, % at 15 µM | adenylate kinase release luminescence, 4 h; normalised: neutral wells 0, clomiphene wells 100 | 0.2% of 360,000 active;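 active means mean lysis activity across replicates of at least 80%, whatever share of replicates individually reach that level; inactive means mean lysis activity below 80%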
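Material – Cryptococcus neoformans yeast cells · Quantity – 5 × 10^6 yeast cells/mL · Buffer or medium – YPD medium · Compound – single dose · Timing – 4 h static compound exposure, 37 °C, read 1 h post-reagent · Signal – adenylate kinase release luminescence · Read-out basis – lysis from increased AK signal · Benchmarks – Clomiphene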
Xi reactivation – X-chromosome reactivation activator; XiGFP mouse fibroblasts, % GFP-positive cells imaging, 3 d; cells co-treated with 5-aza-dC sensitizer; scaled so ellipticine positive control = 100%; activation, % at 7.58 µM; 0.055% of 360,000 active; AID 743238;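 active means mean normalized replicate activation at least 10% and every replicate at or above 10%; inconclusive means only one of the two criteria met; inactive means mean below 10% and not all replicates reach 10%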;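 further: 0% = median of on-plate neutral control wells and 100% = ellipticine 6 µM median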
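System: 68-5-11 XiGFP fibroblast line | Buffer or medium: DMEM containing 5-aza-dC | Compound: Single point | Times: Compounds 3 days, fix/stain 15 min at room temperature | Benchmarks: Positive control ellipticine, 6 µM final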
* hit, by the source's call; u = inconclusive; x = not tested or not shown; & = joins results of further samples.

SMILES	LGR2 antag	S100A4 inh HTS	SIRT5 inh	C2C12 statin	PGC1a acetyl inh	ERAP1 inh	Cneo AK release	Xi reactivation
C[C@@H]1CCCCO[C@@H](CN(C)C(=O)CCC(F)(F)F)[C@@H](C)CN([C@@H](C)CO)C(=O)c2cc(N(C)C)ccc2O1	6.5	-4.8	-0.3	7.0	-0.7	-0.6	-5.8	-0.7
O=C(C[C@@H]1CC[C@H]2[C@@H](COC[C@@H](O)CN2C(=O)c2ccc(F)cc2)O1)NCc1cccc(F)c1	-1.0	-46.5	-2.5	4.2	6.9	0.1	0.6	0.1
Cc1ccc(/C=C(\NC(=O)c2ccc(C)cc2)c2nc(=S)[nH][nH]2)cc1	-10.2	-4.7	-0.5	u	2.2	-0.8	4.2	x
CC(=O)c1cc2c(cc1NC(=O)Cn1nc(-c3ccc(F)cc3)ccc1=O)OCO2	11.7	4.5	-0.5	12.9	-12.0	-1.6	0.3	0.2
CC(=O)Nc1cccc(OCCCNC(=O)c2ccc(C(C)(C)C)cc2)c1	-41.3	-2.9	-0.2	-11.3	-7.2	-3.9	-3.4	-0.1
Cc1ccc(S(=O)(=O)N2CCOCC2)cc1C(=O)N(C)CCOc1ccc(Cl)cc1	-11.6	-3.4	-3.4	13.9	-3.5	x	0.2	0.7
C=COCCNC(=S)Nc1ccccc1	0.3	-4.1	-2.3	-0.5	5.9	-1.5	5.6	0.0
O=C(c1cc(COc2ccc(F)cc2F)on1)N1C[C@H]2CC[C@H]1C2	-55.0	-1.1	-4.2	-5.8	-4.9	0.7	-3.6	-0.1
O=C(Nc1ccc2c(c1)[C@@H]1C[C@H](CC(=O)N3CCOCC3)O[C@H](CO)[C@@H]1O2)Nc1ccccc1F	-5.8	-4.8	2.9	-0.8	-11.9	-0.8	4.0	0.0
CCCn1c(=O)c(/C(N)=N/O)nn(-c2cccc(C(F)(F)F)c2)c1=O	15.8	4.3	-1.6	0.6	x	x	-2.6	-0.1
Cc1cc(C)c2c(CN(Cc3ccccc3)Cc3ccccc3)cc(=O)oc2c1	9.1	0.8	0.0	15.1	-10.6	2.8	-0.6	-0.1
COc1ccc(/C=C(/NC(=O)c2ccco2)C(=O)Nc2ccc(C(C)=O)cc2)cc1	0.1	4.3	2.0	3.4	x	-1.2	x	0.1
COc1ccc(-c2csc(C(C)(O)c3cccc(OC)c3)n2)cc1 (stereo unspecified)	-3.8	-0.9	x	2.6	-2.0	-0.3	0.9	0.0
O=C(NCc1cccc2ccccc12)Nc1ccccc1	-15.1	-0.6	-1.0	x	x	-0.5	x	0.0
COc1ccc(-c2cc(C(=O)Nc3ccc(C(N)=O)cc3)c3ccccc3n2)cc1OC	-22.3	-2.0	-3.0	x	x	-1.7	x	0.2
Cc1ccc2ccc(S(=O)(=O)NCc3ccccn3)cc2c1	-19.0	-0.7	3.9	-4.4	x	0.0	-2.9	0.0
CCCC#Cc1cnc2c(c1)C(=O)N([C@H](C)CO)C[C@@H](C)[C@@H](CN(C)C(=O)C1CCOCC1)O2	-16.9	5.0	-4.0	-11.3	5.3	1.7	6.3	0.1
CN(C)c1ccc(C=C2C=Cc3ccccc32)cc1	-36.5	14.9	x	-7.2	5.8	-1.2	0.3	0.3
COc1ccccc1CN(C)C[C@H]1OCc2cn(nn2)CCCC(=O)N([C@@H](C)CO)C[C@H]1C	-12.6	18.7	-6.0	-2.7	-2.2	-1.8	10.0	-0.2
O=C(O)c1ccc(NCc2cccs2)cc1	-13.3	-0.8	-2.4	3.0	x	-19.6	-0.7	-0.1
O=C(NCCCNC(=O)c1ccc(Cl)cc1Cl)c1cnccn1	-5.7	-0.1	-11.6	14.3	-1.6	-4.8	-0.2	0.1
COC(=O)C1=CN(Cc2ccc(OC)c(OC)c2)C=C(C(=O)OC)C1c1cccc(O)c1	-11.2	-2.0	-14.9	16.8	74.2*	-145.9	2.7	0.0
CCOCCNC(=O)c1ccc2c3c(cccc13)CC2	-10.9	-0.1	-14.8	x	-1.7	2.9	-1.4	x
CN1c2ccc(-c3ccccc3)cc2[C@H]2[C@H](CCN2C(=O)Cc2cccnc2)[C@H]1CO	-2.0	7.5	0.8	25.0	3.7	-0.9	0.5	-0.1
Clc1cccc(Cc2c(-c3ccco3)nc3ccc(Cl)cn23)c1	8.2	-0.8	-1.1	25.5	-3.3	x	0.8	0.0

Later entries
SMILES	LGR2 antag	S100A4 inh HTS	SIRT5 inh	C2C12 statin	PGC1a acetyl inh	ERAP1 inh	Cneo AK release	Xi reactivation
COc1cc(C(=O)Oc2cccnc2)cc(OC)c1OC	5.7	-2.9	-3.2	-5.7	x	-1.6	-1.4	0.0
CC(Sc1nnc(C2CC2)n1C1CC1)C(=O)N(C)Cc1cccc(F)c1 (stereo unspecified)	15.2	4.1	1.2	22.6	-6.0	3.7	-0.9	-1.1
CCN(CC)S(=O)(=O)c1ccc(O)c(C(=O)OCC(=O)N2CCCc3ccccc32)c1	11.0	12.3	x	7.4	-3.2	3.2	-0.8	-0.2
COc1ccc(NC(=O)N2CCCCN3[C@H](CO)[C@@H](c4ccc(-c5ccccc5C)cc4)[C@H]3C2)cc1	-4.7	-4.7	2.5	x	-22.4	-0.4	-1.8	0.6
C[C@@H]1CN([C@H](C)CO)C(=O)c2c(c3ccccc3n2C)-c2ccccc2CO[C@H]1CN(C)Cc1ccc(C(F)(F)F)cc1	13.0	5.4	3.2	-9.3	-8.5	-4.5	1.3	0.0&0.2
COc1ccccc1-c1ccc2c(c1)O[C@H](CN(C)CC1CCOCC1)[C@H](C)CN([C@H](C)CO)S2(=O)=O	-6.1	4.0	-5.8	9.7	-12.9	2.1	9.4	0.0
COC(=O)CN(C)C(=O)c1ccc(OC2CCN(S(=O)(=O)N(C)C)CC2)cc1	-18.9	2.2	1.8	-3.7	13.9	-2.7	-6.3	0.2
N#Cc1ccc(-c2ccc([C@@H]3[C@@H](CO)N4C(=O)CN(C(=O)Cc5ccccc5)C[C@@H]34)cc2)cc1	14.4	12.6	3.0	x	8.4	0.8	x	0.3
COc1ccc(NC(=O)Nc2cccc3c2O[C@@H](CN(C)S(=O)(=O)c2ccc(C)cc2)[C@H](C)CN([C@H](C)CO)C3=O)cc1	14.4	4.5	4.4	-25.9	-18.8	1.1	-1.2	-0.3
C[C@@H]1CN([C@@H](C)CO)C(=O)CCCn2cc(nn2)CO[C@@H]1CN(C)C(=O)NC1CCCCC1	5.3	7.2	-5.2	-0.6	-14.1	x	-21.4	0.4
COc1ccc(Br)cc1CN(C)CC(=O)Nc1c(Cl)ccc(C)c1Cl	17.7	x	x	x	-2.2	x	1.5	0.2
Cc1cccc2cc(CN(CCN3CCCC3)C(=O)NC3CCCCC3)c(=O)[nH]c12	-9.4	x	x	-10.7	-4.5	x	2.4	x
C[C@H]1CN([C@@H](C)CO)C(=O)c2cccc(NC(=O)c3ccc(-c4nccs4)cc3)c2O[C@@H]1CN(C)Cc1ccc2c(c1)OCO2	16.7	-8.4	4.7	-27.4	-0.8	1.1	-1.8	0.1
O=[N+]([O-])c1ccc(NCc2ccncc2)cc1	-9.3	-3.2	3.3	11.3	8.1	4.3	-0.2	0.1
CNC(=O)CN(c1ccc(C23CC4CC(CC(C4)C2)C3)cc1)S(C)(=O)=O	11.5	-1.5	-1.4	x	-14.5	-4.0	x	0.1
CCOC(=O)Cc1csc(NC(=O)Nc2cccs2)n1	-77.6	4.1	-1.4	0.3	5.6	-3.2	-2.0	0.0
O=C(CSc1nc2ccc(Nc3nc(N4CCOCC4)nc(N4CCOCC4)n3)cc2s1)Nc1ccccc1	3.0	5.2	5.2	x	x	4.3	x	-0.1
NS(=O)(=O)c1cccc(NC(=O)COC(=O)C2CCCCC2)c1	12.5	1.0	-2.4	4.3	5.1	-0.8	-0.9	0.0
CCN(CC)C(=O)c1ncn2c1c(=O)[nH]c1ccccc12	-1.4	-3.3	x	-3.2	x	-0.7	-3.5	0.4
O=[N+]([O-])c1c(O)c(Cl)cc(Cl)c1Cl (tested in a mixture with another compound)	16.2	-0.8	-0.5	-0.2	6.2	-5.4	1.7	0.4
CCCCCCCNC(=O)CN1C(=O)CSc2ccc(S(=O)(=O)N3CCOCC3)cc21	5.8	-17.1	4.6	2.2	-7.2	-0.2	0.1	0.0
COc1cccc(-c2nc(SC)nc3sc(C(=O)NC(C)(C)C)c(N)c23)c1	-7.2	x	x	-0.4	x	x	0.6	0.4
COc1ccc(CNc2ccc(C)c(C)c2)c(OC)c1OC	8.9	-8.3	-2.9	x	4.4	3.8	x	0.1
Cn1cnc2cc(NCc3ccccc3O)ccc21	-29.1	9.9	-1.0	23.5	x	-2.2	0.3	0.0
COc1cccc(CC2(CO)CCCN(Cc3ccc(OC(F)F)cc3)C2)c1 (stereo unspecified)	3.1	-5.7	2.1	-12.1	x	3.0	3.1	0.0
COC(=O)C[C@H]1CC[C@H](NC(=O)Cc2ccccc2)[C@@H](CO)O1	-9.0	11.2	x	x	x	-4.2	x	-0.2
CNC[C@H]1Oc2ccc(NS(=O)(=O)c3ccc(F)cc3)cc2C(=O)N([C@@H](C)CO)C[C@H]1C	5.9	5.6	1.5	11.7	11.3	-6.3	5.4	-0.6
O=C(c1ccccn1)N1CC[C@@H]2[C@H]1c1cc(-c3ccc(F)cc3)ccc1N[C@@H]2CO	-30.1	-3.1	-8.2	-27.8	-1.8	-1.8	51.2	0.3
CCCCn1c(N)c(N(CC(C)C)C(=O)c2ccco2)c(=O)[nH]c1=O	-21.8	5.1	-5.1	-8.2	x	4.4	-1.5	-0.1

Some of the compounds tested (hit frequency here may not be typical).
